Bioassay records (PubChem BioAssay)
Pol eta inh: qHTS for Inhibitors of Polymerase Eta; DNA polymerase eta (Homo sapiens), Q9Y253; recombinant Pol eta, fluorescent DNA replication assay; Potency, µM (titrated, usually from 114 µM), without a hit: at the top dose activity change, negative = inhibition, actives largely listed as inhibitors; hit rate 1.2% among 390,000; also: potency is read from the fitted curve at half-maximal effect; % is scaled to controls: 0 for no effect and ±100 for the full control effect
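Pol eta at 10 nM preincubated with compounds 15 min at room temperature; reaction started with fluorescent substrate (50 nM final) and read kinetically at 0 and 10 min.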
POLK inh: qHTS for Inhibitors of Polymerase Kappa. DNA polymerase kappa (Homo sapiens), Q9UBT6. purified Pol kappa, fluorescent DNA synthesis assay, 10 min. Potency, µM (series often up to 107 µM), inactives show top-dose activity, negative = inhibition, most hits filed as inhibitors. hit rate 0.53% among 400,000. AID 588579, 2011; also: potency is read from the fitted curve at half-maximal effect; % is scaled to controls: 0 for no effect and ±100 for the full control effect
Target sequence (Q9UBT6 whole entry, looked up): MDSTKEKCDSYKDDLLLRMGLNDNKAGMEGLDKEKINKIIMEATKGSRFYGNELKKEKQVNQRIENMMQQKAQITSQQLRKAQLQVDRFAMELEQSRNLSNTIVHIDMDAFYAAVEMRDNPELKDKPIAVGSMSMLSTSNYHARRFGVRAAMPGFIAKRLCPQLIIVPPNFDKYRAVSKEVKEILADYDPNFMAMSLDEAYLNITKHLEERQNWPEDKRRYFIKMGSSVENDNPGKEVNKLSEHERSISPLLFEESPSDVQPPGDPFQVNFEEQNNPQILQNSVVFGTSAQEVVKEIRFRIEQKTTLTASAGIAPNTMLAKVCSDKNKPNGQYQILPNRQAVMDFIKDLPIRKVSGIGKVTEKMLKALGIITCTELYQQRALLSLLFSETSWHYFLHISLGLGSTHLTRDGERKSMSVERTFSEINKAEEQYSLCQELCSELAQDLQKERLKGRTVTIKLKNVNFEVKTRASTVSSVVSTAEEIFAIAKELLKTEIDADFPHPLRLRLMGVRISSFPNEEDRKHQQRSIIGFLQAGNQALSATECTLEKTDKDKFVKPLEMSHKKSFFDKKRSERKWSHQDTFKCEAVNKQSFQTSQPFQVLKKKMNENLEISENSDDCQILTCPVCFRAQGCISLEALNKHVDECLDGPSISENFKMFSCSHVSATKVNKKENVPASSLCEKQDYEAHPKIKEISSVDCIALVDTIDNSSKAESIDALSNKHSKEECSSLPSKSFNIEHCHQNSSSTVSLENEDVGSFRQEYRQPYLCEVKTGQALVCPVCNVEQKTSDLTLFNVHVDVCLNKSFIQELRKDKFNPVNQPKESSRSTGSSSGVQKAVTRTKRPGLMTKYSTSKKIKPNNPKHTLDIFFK
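Here, compound and 10 nM enzyme are combined for 15 min at room temperature; adding 50 nM substrate (final) starts DNA synthesis, tracked by fluorescence at 0 and 10 min against buffer-only wells.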
POLB inh: qHTS Assay for Inhibitors of DNA Polymerase Beta; AID 485314, 2010; hit rate 1.3% among 340,000; Pol beta primer extension/strand displacement, fluorescence kinetic; P06746; Potency, µM (titrated, usually from 114 µM), for inactives: at the highest dose activity change, negative = inhibition, most hits filed as inhibitors; also: potency is read from the fitted curve at half-maximal effect; % is scaled to controls: 0 for no effect and ±100 for the full control effect
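Preincubation: enzyme (10 nM) with compound, 15 min, RT. Reaction: substrate added to 50 nM final. Reads: 0 and 10 min. Analysis: normalized, Hill fit.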
Glioma ERSR ind: qHTS for Inducers of the Endoplasmic Reticulum Stress Response (ERSR) in Human Glioma: qHTS. U87-MG GRP78 promoter luciferase reporter, 16 h. hit rate 0.02% among 420,000. Potency, µM, for the others: at the highest dose activation, actives largely listed as activators; also: potency is read from the fitted curve at half-maximal effect; series mostly up to about 76 µM; % of control where 0% means no effect; nearly all actives have a fitted effect of over 35% in size
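Stably transfected U87-MG glioma cells carrying a GRP78-based luciferase sensor; 16 h compound incubation. Luminescence end-point read 10 min after Bright-Glo addition at room temperature.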
BLM helicase inh: qHTS Assay for Inhibitors of Bloom's syndrome helicase (BLM); recombinant BLM DNA unwinding, fluorescence dequenching; RecQ-like DNA helicase BLM (Homo sapiens), P54132; hit rate 0.2% among 350,000; Potency, µM (titrated, usually from 56.1 µM), without a hit: at the highest dose activity change, negative = inhibition, usual class: inhibitors; AID 2528, 2010;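 also: potency is read from the fitted curve at half-maximal effect; plate controls were vehicle for no effect and no enzyme for full effect; nearly all actives have a fitted effect of over 35% in size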
Pol iota inh: qHTS for Inhibitors of Polymerase Iota. Pol iota fluorescent replication assay, 10 min. Potency, µM (highest dose often 115 µM), for inactives: top-dose activity, negative = inhibition, most hits filed as inhibitors. hit rate 1% among 390,000; also: potency is read from the fitted curve at half-maximal effect
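Pol iota at 10 nM preincubated 15 min with compounds at room temperature; reaction started with fluorescent substrate, 50 nM final. Fluorescence read kinetically at 0 and 10 min; buffer-only wells as negative control.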
Anesthetic bind: qHTS Assay for Identification of Novel General Anesthetics. Ferritin light chain (Equus caballus), P02791. apoferritin/1-aminoanthracene competitive binding, fluorescence. Potency, µM (top dose mostly 77.5 µM), inactives show top-dose activity change, negative = displacement, actives largely listed as inhibitors. hit rate 0.074% among 350,000; also: potency is read from the fitted curve at half-maximal effect; % is scaled to controls: 0 for no effect and ±100 for the full control effect; nearly all actives have a fitted effect of over 20% in size
Target sequence (P02791 2-175 limits assumed): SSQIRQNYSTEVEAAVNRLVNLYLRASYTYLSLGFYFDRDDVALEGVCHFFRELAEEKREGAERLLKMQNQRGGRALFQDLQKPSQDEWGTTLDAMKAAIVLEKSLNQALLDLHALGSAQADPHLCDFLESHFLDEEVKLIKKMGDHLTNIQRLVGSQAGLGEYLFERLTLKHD
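Read-out: endpoint 1-AMA fluorescence, excitation 380 nm and emission 535 nm, after compounds sit 10 min at room temperature with 10 uM horse-spleen apoferritin in 50% saturated 1-AMA/PBS. Values come from four-parameter Hill fits.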
APEX1 inh: qHTS Assay for Inhibitors of the Human Apurinic/apyrimidinic Endonuclease 1 (APE1). recombinant APE1, TAMRA/BHQ-2 abasic DNA cleavage fluorescence. hit rate 0.35% among 350,000. DNA repair nuclease/redox regulator APEX1 (Homo sapiens), P27695. AID 2517, 2012. Potency, µM (doses to about 65.8 µM), for the others: at the top dose activity change, negative = inhibition, hits mostly inhibitors;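 also: potency is read from the fitted curve at half-maximal effect; plate controls were vehicle for no effect and reference inhibitor for full effect; nearly all actives have a fitted effect of over 55% in size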
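Endonuclease cleavage of a quenched abasic-site DNA duplex (50 nM) by APE1 (0.75 nM) was tracked by TAMRA dequenching. Compounds were preincubated with enzyme 15 min at room temperature; data normalized to buffer-only and DMSO wells plus NSC13755 control.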
LDHA inh: qHTS assay for inhibitors of human lactate dehydrogenase | L-lactate dehydrogenase A chain (Homo sapiens), P00338 | purified LDHA, NADH/diaphorase-resazurin fluorescence; hits give low values | activity change, % (values are at about 110 or 230 µM) | hit rate 0.15% among 480,000 | AID 1347041, 2019; in the data active = activity change below about -30%; inconclusive = mostly about -25% to -30%;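 also: plate controls were DMSO wells for no effect and wells without enzyme for full effect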
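LDH5 2 nM; NADH 0.06 mM, pyruvate 0.2 mM; 200 mM Tris pH 7.4, EDTA, Tween-20; 5 min RT. Detection: diaphorase 0.133 mg/mL + resazurin 37 µM, fluorescence ex540/em590 at 0 and 20 min; normalized to enzyme-free and DMSO wells.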
Active calls of the source: *; ? = inconclusive; . = no result given; & = joins results of further samples; [ ] = another dose, or the depositor's remark. Unless noted, calls follow the shape of the dose curve; as a rule, active = well fitted curve in the direction sought with a large enough effect; inconclusive = small, poorly fitted or top-dose-only effect, or another doubt; inactive = no such curve, though single readings can be large; an effect the other way counts as inactive or inconclusive. This is a subset. The share of hits here may be higher or lower than overall.

SMILES	Pol eta inh	POLK inh	POLB inh	Glioma ERSR ind	BLM helicase inh	Pol iota inh	Anesthetic bind	APEX1 inh	LDHA inh
CNC(=S)/N=C(/Nc1ccccc1)c1ccccc1	-14.0%	-6.9%	9.9%	-0.4%	-4.8%	11.2%	-9.1%	1.1%	-2.1
CCOCCCNC(=O)c1cc2cc3cc(OC)ccc3nc2o1	3.5%	-0.1%	16.0%	0.3%	3.8%	16.2%	45.1%[activator]	55.4%[activator]	1.2
Cc1nnc(C)c2c(C)n(N)c(C)c12	-2.9%	-14.8%	31.2%	-3.0%	1.4%	59.5%[activator]	10.9%	13.3%	4.6
Cc1csc(NC(=O)C(NC(=O)c2ccccc2F)C(C)C)n1 (configuration not stated)	-5.1%	-2.8%	-0.2%	-2.9%	-2.3%	-4.5%	-6.1%	1.3%	11.2&-2.6
CCNC(=O)n1nccc1C(C)Oc1cccc(C(F)(F)F)c1 (configuration not stated)	-19.6%	-12.5%	17.0%	2.2%	-6.0%	30.0%	?	-5.7%	-2.0
Cc1nc2c(C(=O)N3CCCC3)cnn2c(C)c1Cc1c(F)cccc1Cl	4.5%	-7.2%	31.2%	-4.0%	1.0%	11.3%	-15.7%	2.0%	-14.1
CCCN(CCC)C(=S)NC(=O)c1ccc(-c2ccccc2)cc1	-24.2%	0.1%	12.8%	4.0%	-10.1%	42.0%[activator]	0.2%	21.4%	-3.7
O=C(OCc1cc2ccccc2[nH]c1=O)c1cccnc1	-4.8%	15.9%	32.6%	-3.5%	-0.5%	-12.8%	-9.3%	-2.9%	4.0
Cc1cc(/C=C(\C#N)C(=O)O)c(C)n1-c1ccc(Br)cc1	-6.5%	8.3%	-2.6%	4.0%	1.2%	2.3%	-7.0%	7.5%	-5.2
COc1cccc(N2CCN(C(=O)C(CCSC)NS(=O)(=O)c3ccc4c(c3)oc(=O)n4C)CC2)c1 (configuration not stated)	-14.8%	-1.5%[60.1 µM]	-10.6%	-3.9%	-1.7%	12.9%	-10.3%	.	0.3
COc1ccc(NC2CCCN(C(=O)CCC3=NNC(=O)CC3)C2)cc1 (configuration not stated)	-21.1%	-19.6%	-11.6%	-2.7%	-8.5%	-1.4%	-5.1%	34.1%	4.0
COc1cc2ccccc2cc1C(=O)OCC(=O)N(C)c1c(N)n(Cc2ccccc2)c(=O)[nH]c1=O	-17.2%	-17.7%	.	-1.7%	.	-0.3%	.	10.7%	-1.1
CCOC(=O)/C=c1\s/c(=C\c2sccc2C)c(=O)n1CC(=O)NCc1ccc(C)cc1	.	.	-20.6%	.	2.5%	.	48.9%[activator]	-0.8%	.
CN(Cc1ccc2nsnc2c1)Cc1nc(Cc2cccc(F)c2)no1	-0.8%	-3.6%	29.7%	-1.2%	-6.5%	29.1%	?	6.1%	-1.1
O=C(Nc1ccc(O)cc1)C1CCCN1S(=O)(=O)c1ccc(F)cc1 (configuration not stated)	-10.8%	15.9%	-25.2%	-6.2%	0.6%	20.5%	-0.5%	4.3%	-1.7
O=C(NCc1n[nH]c(=S)n1-c1ccc(Br)cc1)c1cccs1	6.6%	-3.7%	2.7%	-0.9%	-5.2%	1.9%	-6.8%	5.5%	-14.6
COC(=O)c1sc2cc([N+](=O)[O-])cc(SCC(C)C)c2c1N	-4.1%	-5.3%	-19.9%	-5.8%	-2.8%	38.8%[activator]	7.6%	3.0%	-8.2
CC[C@]1(C(=O)OC)[C@H]2C(=O)N(C)C(=O)[C@H]2[C@H]2CN=C(SCc3ccc(C)cc3)N21	-11.2%	-1.8%	.	-1.8%	.	?	.	-4.3%	-1.4
CCCn1nnnc1NCc1ccc(CC)cc1	-9.8%	1.1%	20.2%	-0.3%	0.1%	6.9%	-1.1%	10.0%	-2.2
Oc1cccc(/C=N/NC(=S)NCCN2CCOCC2)c1O	-4.3%	-3.5%	-0.2%	1.8%	-0.6%	?	-10.8%	?	8.2
O=CN1CCN(S(=O)(=O)c2ccc(Cl)c(C(=O)O)c2)CC1	-7.8%	18.1%	-11.3%	0.3%	-5.0%	20.2%	-14.6%	-7.2%	-0.1
Cc1c(CN(C)C(=O)c2cc(-c3ccccc3)nc3ccc(Br)cc23)cnn1C	-11.0%	-6.1%	-1.4%	-1.7%	-3.1%	6.0%	-12.0%	.	1.3
CCOc1ccc(CCNC(=O)COC(=O)c2ccc(F)c(S(=O)(=O)N3CCOCC3)c2)cc1OCC	-18.2%	-7.3%	.	-3.3%	.	22.9%	.	23.4%	-1.3
CC12CCC(C(=O)N(CSC(=S)N/N=C\c3ccccc3O)C1=O)C2(C)C (configuration not stated)	-3.7%	-3.7%	0.9%	-3.9%	-4.5%	2.4%	?	6.2%	-0.3
Cc1ccc(F)cc1NCC(=O)Nc1ccc(Br)cc1	-24.3%	-7.4%	11.9%[57.1 µM]	4.6%	-5.3%	-0.3%	-19.3%	?	3.1
O=S(=O)(NCc1ccc(F)cc1)c1ccc2[nH]c3c(c2c1)CCCCC3	-12.8%	-23.3%	?	-3.0%	-11.0%	-11.0%	-7.8%	.	-4.6
Cc1nc(C(C)NC(=O)CCc2nnc(CCCc3ccccc3)o2)c(C)s1 (configuration not stated)	5.1%	-1.0%	-9.0%	7.5%	-4.1%	46.6%[activator]	-14.9%	1.5%	-13.9
CN(C)c1ccc(/C=C2\C=Cc3ccccc32)cc1N	.	-9.7%	.	-3.9%	.	12.8%	.	.	1.8
O=C(COC(=O)c1ccc(O)cc1O)Nc1nnc(-c2ccccc2)o1	-7.1%	-0.6%	.	-1.3%	.	27.7%	.	-10.3%	1.0
COC(=O)C(C)Nc1cccc(Br)c1 (configuration not stated)	0.8%	7.2%	2.6%	-3.0%	-4.1%	1.9%	?	1.8%	-9.6

Exported field by field: part of the list above
Oc1cccc(/C=N/NC(=S)NCCN2CCOCC2)c1O
  Pol eta inh: -4.3%
  POLK inh: -3.5%
  POLB inh: -0.2%
  Glioma ERSR ind: 1.8%
  BLM helicase inh: -0.6%
  Pol iota inh: ?
  Anesthetic bind: -10.8%
  APEX1 inh: ?
  LDHA inh: 8.2
O=CN1CCN(S(=O)(=O)c2ccc(Cl)c(C(=O)O)c2)CC1
  Pol eta inh: -7.8%
  POLK inh: 18.1%
  POLB inh: -11.3%
  Glioma ERSR ind: 0.3%
  BLM helicase inh: -5.0%
  Pol iota inh: 20.2%
  Anesthetic bind: -14.6%
  APEX1 inh: -7.2%
  LDHA inh: -0.1
Cc1c(CN(C)C(=O)c2cc(-c3ccccc3)nc3ccc(Br)cc23)cnn1C
  Pol eta inh: -11.0%
  POLK inh: -6.1%
  POLB inh: -1.4%
  Glioma ERSR ind: -1.7%
  BLM helicase inh: -3.1%
  Pol iota inh: 6.0%
  Anesthetic bind: -12.0%
  APEX1 inh: .
  LDHA inh: 1.3
CCOc1ccc(CCNC(=O)COC(=O)c2ccc(F)c(S(=O)(=O)N3CCOCC3)c2)cc1OCC
  Pol eta inh: -18.2%
  POLK inh: -7.3%
  POLB inh: .
  Glioma ERSR ind: -3.3%
  BLM helicase inh: .
  Pol iota inh: 22.9%
  Anesthetic bind: .
  APEX1 inh: 23.4%
  LDHA inh: -1.3

The results go on:
SMILES	Pol eta inh	POLK inh	POLB inh	Glioma ERSR ind	BLM helicase inh	Pol iota inh	Anesthetic bind	APEX1 inh	LDHA inh
O=C(Nc1cc(Br)ccc1O)c1cc(-c2ccc3c(c2)OCO3)on1	9.2%	-0.5%	51.1%	0.9%	-1.5%	11.0%	0.9%	0.4%	1.5
CC(C)NC(=O)CSc1nnc(CNC(=O)OC(C)(C)C)n1C	-18.7%	-5.1%	0.3%	-8.1%	0.0%	122.4%[activator]	6.2%	6.2%	-8.2
Cc1occc1-c1nnc(SCC(=O)NCC2CCCO2)n1C (configuration not stated)	-11.8%	-10.0%	-0.3%	-3.9%	1.7%	14.1%	-2.9%	1.7%	0.2
Cc1ccc(C)c(NC(=O)C2C3CCCC2C3c2ccccc2)c1 (configuration not stated)	2.0%	-6.7%	20.5%	-2.6%	0.3%	?	-5.3%	0.0%	-4.3
Cc1cccc(NCc2ccccc2O)n1	-1.1%	-6.1%	12.1%	0.4%	2.7%	-1.9%	?	14.2%	7.4
CC(=O)N1CCN(c2nc(-c3cccs3)nc3ccccc23)CC1	4.9%	-1.3%	-1.3%	-3.7%	3.6%	-6.7%	-7.5%	?	1.4&-10.6
Cc1c(C(=O)N2CCCc3ccccc32)sc2nc(-c3ccccc3)cn12	-23.7%	-0.6%	-1.0%	4.0%	-10.5%	15.7%	-12.7%	17.5%	1.0
CN(C(=O)CSc1nnc(-c2ccc(F)cc2)n1C)C1CCS(=O)(=O)C1 (configuration not stated)	-18.6%	-5.0%	.	-6.0%	.	29.3%	.	-20.2%	-2.8
CC(=O)N1CCOc2ccc(S(=O)(=O)N3CCC(C(=O)Nc4ccccc4F)CC3)cc21	-10.9%	-7.2%	?	-6.7%	0.2%	10.8%	-8.1%	-4.8%	0.6
CCc1ccc(NC(=O)Cn2c(=O)n(-c3ccc(Cl)c(Cl)c3)c(=O)c3c(C)c(C)sc32)cc1	.	-1.0%	17.6%	.	-2.8%	-7.9%	-0.9%	.	-6.1
CC12CCC=CC1C(c1ccc(F)c(Br)c1)N(Cc1ccccc1)C2=O (configuration not stated)	.	-0.8%	.	-3.6%	-11.2%	-5.2%	1.7%	-7.1%	.
COc1cccc(-c2c(-c3cc(OC)cc(OC)c3)n(C)c3ccc(-c4cnc(OC)nc4)cc23)c1	1.1%	-2.0%	.	-4.4%	.	5.9%	.	8.5%	-3.3
